# Source: PubChem (The Scripps Research Institute Molecular Screening Center)
# TAAR1 antagonist = human TAAR1 antagonists, primary screen, Fluo-8 calcium fluorescence, CHO RD-HGA16 cells | Trace amine-associated receptor 1 (Homo sapiens), Q96RJ0 | antagonist | inhibition, % at 3 µM | 360,000 tested, 1.5% active | AID 624466, 2012;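 active means inhibition above a per-plate cutoff, the mean inhibition of test compounds on that plate plus 3 SD, cut at about 49% in these data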;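 further: 0% = DMSO plus EC80 beta-PEA response and 100% = DMSO alone without agonist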
# Target sequence (Q96RJ0 whole entry, looked up): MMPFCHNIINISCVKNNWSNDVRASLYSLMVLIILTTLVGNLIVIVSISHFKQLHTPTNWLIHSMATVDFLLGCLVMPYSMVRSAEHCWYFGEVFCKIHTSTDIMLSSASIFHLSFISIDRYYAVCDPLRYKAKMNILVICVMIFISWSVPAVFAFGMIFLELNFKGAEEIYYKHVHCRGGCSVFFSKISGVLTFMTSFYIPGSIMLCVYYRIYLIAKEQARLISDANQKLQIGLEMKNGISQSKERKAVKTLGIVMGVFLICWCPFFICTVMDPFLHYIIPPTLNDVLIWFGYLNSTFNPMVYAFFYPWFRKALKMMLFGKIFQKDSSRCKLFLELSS
#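 Assay system: CHO-derived RD-HGA16 cells stably expressing human TAAR1 plus Gα16. Timing: 140 s kinetic read after compound, 140 s after agonist. Technique: kinetic Fluo-8 calcium fluorescence measurement. Measure: % inhibition of agonist calcium response.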
# TAAR1 agonist = human TAAR1 agonists, primary screen, Fluo-8 calcium fluorescence, CHO RD-HGA16 cells; activation, % at 3 µM; 360,000 tested, 0.99% active; Trace amine-associated receptor 1 (Homo sapiens), Q96RJ0; vehicle wells 0%, saturating PEA agonist 100%; AID 624467, 2012;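 active means activation above the mean activation of all test compounds in the run plus 3 SD, cut at about 38% in these data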
#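 Test system: RD-HGA16 (CHO) cells co-expressing Gα16 and hTAAR1 | Doses: Single dose, 3 µM | Schedule: 17-24 h seeding, 75 min 37 °C dye, 30 min RT | Evaluation: % activation from peak over basal fluorescence ratio, DMSO-to-PEA scaled | Technique: Kinetic Fluo-8 calcium fluorescence | Benchmarks: Low control DMSO, high control PEA (EC100)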
# An asterisk follows results filed as active. An excerpt (hit frequency here may not be typical).
SMILES,TAAR1 antagonist,TAAR1 agonist
O=c1c2ccccc2c(C=NC2CCN(Cc3ccccc3)CC2)c(O)n1Cc1ccc2c(c1)OCO2,-11,-3
Cc1cc(C)cc(OCCCN2CCC(C(O)(c3ccccc3)c3ccccc3)CC2)c1,30,25
COc1cccc(CN(C)[C@H]2C[C@H]3c4[nH]c5ccccc5c4CCN3C[C@H]2[C@H](C)O)c1OC,-13,1
C=CCN=C1NC(c2ccccc2C(F)(F)F)C(C(=O)OC)=C(C)N1Cc1cccc(C(F)(F)F)c1 (stereo not drawn),-8,1
COc1ccc(-c2nc3ccc(C)cn3c2Cc2ccccc2C(F)(F)F)cc1OC,-33,0
CCOC(=O)CN1C(=O)[C@]2(OCCC=C[C@H]2C)c2ccccc21,-5,0
Cc1cccc2nc(-c3ccccc3)c(-c3ccc(CN4CCC(n5cc(-c6ccccc6)[nH]c5=O)CC4)cc3)nc12,-9,2
COc1ccc(-c2c(C(=O)c3ccc(Br)cc3)[nH]c(N)c2C(=O)NCCc2c[nH]c3ccccc23)cc1OC,44,10
CCCCCCCCN1C(=O)[C@@H](CC(=O)NCCCCc2ccccc2)C[C@@]2(C(=O)OC)C1=C[C@H](C(C)(C)C)O[C@@H]2C,-18,10
O=S(=O)(/N=C(/Nc1ccc(F)cc1F)c1ccccc1)c1ccc(Br)cc1,5,-1
COc1ccc(C(=O)C(=O)N2CCN(S(=O)(=O)c3cccc4c(N(C)C)cccc34)CC2)cc1OC,21,1
CCCCn1c2ccccc2c2nnc(SCC(=O)NC3=NN=C(c4ccccc4)CS3)nc21,7,0

# In another format: entries from further up
# Fields: TAAR1 antagonist	TAAR1 agonist
Cc1cc(C)cc(OCCCN2CCC(C(O)(c3ccccc3)c3ccccc3)CC2)c1
  30	25
COc1cccc(CN(C)[C@H]2C[C@H]3c4[nH]c5ccccc5c4CCN3C[C@H]2[C@H](C)O)c1OC
  -13	1
C=CCN=C1NC(c2ccccc2C(F)(F)F)C(C(=O)OC)=C(C)N1Cc1cccc(C(F)(F)F)c1 (stereo not drawn)
  -8	1
COc1ccc(-c2nc3ccc(C)cn3c2Cc2ccccc2C(F)(F)F)cc1OC
  -33	0
CCOC(=O)CN1C(=O)[C@]2(OCCC=C[C@H]2C)c2ccccc21
  -5	0
Cc1cccc2nc(-c3ccccc3)c(-c3ccc(CN4CCC(n5cc(-c6ccccc6)[nH]c5=O)CC4)cc3)nc12
  -9	2
COc1ccc(-c2c(C(=O)c3ccc(Br)cc3)[nH]c(N)c2C(=O)NCCc2c[nH]c3ccccc23)cc1OC
  44	10
CCCCCCCCN1C(=O)[C@@H](CC(=O)NCCCCc2ccccc2)C[C@@]2(C(=O)OC)C1=C[C@H](C(C)(C)C)O[C@@H]2C
  -18	10
O=S(=O)(/N=C(/Nc1ccc(F)cc1F)c1ccccc1)c1ccc(Br)cc1
  5	-1
COc1ccc(C(=O)C(=O)N2CCN(S(=O)(=O)c3cccc4c(N(C)C)cccc34)CC2)cc1OC
  21	1
CCCCn1c2ccccc2c2nnc(SCC(=O)NC3=NN=C(c4ccccc4)CS3)nc21
  7	0

# The list continues:
SMILES,TAAR1 antagonist,TAAR1 agonist
COC(=O)[C@]12C[C@H](CC(=O)NCCc3ccccc3OC)C(=O)N(CCC3=CCCCC3)C1=C[C@H](C(C)(C)C)O[C@@H]2C,-4,27
CCOC(=O)C1=C(C(=O)OCC)C2N(Cc3ccc(C#N)cc3)c3ccccc3[C@@]23C[C@@H](C(=O)OC)N(S(=O)(=O)c2ccccc2C)C3=N1 (stereo partly drawn),-10,1
O=S1(=O)c2ccc(Br)cc2OC[C@H](c2ccccc2)N1Cc1ccccc1,-3,1
O=C1NCCCC2c3cc(O)c4ccccc4c3OC12N1CCCCC1 (stereo not drawn),13,8
CCCCCCC12C(=Cc3cc4c(cc31)OCCO4)c1cc(OC)c(OC)cc1C(CC(=O)OC)N2C(=O)OC (stereo not drawn),-9,2
Nc1ncnc2c1ncn2[C@@H]1O[C@H](C(=O)N[C@@H](CCc2ccccc2)C(=O)NCC(=O)N2CCOCC2)[C@@H](O)[C@H]1O,8,0
O=C1[C@@H]2CSCCS(=O)(=O)N2C(=O)N1C1CCCCC1,5,2
CCCCc1c(-c2ccccc2OC)ncn1Cc1ccccc1F,-9,2
C[C@H](O)[C@@H]1C(=O)N2CCc3c([nH]c4c(-c5ccc6c(c5)OCO6)cccc34)[C@@H]2C[C@@H]1N(C)C(=O)c1ccco1,61*,15
COC(=O)C1=C(C)N(Cc2cccc(C(F)(F)F)c2)C(=NCc2cc(OC)c(OC)c(OC)c2)NC1c1cccc(F)c1 (stereo not drawn),29,31
Cc1ccccc1C(=O)NC1CCCCN(C)C1=O (stereo not drawn),0,1
COC(=O)Cc1nnn2c1[C@@H](C)[C@@H](c1ccccc1Br)OC[C@@H]2c1ccccc1,-15,5
COC(=O)[C@]12C[C@H](CC(=O)N3CCN(C(=O)c4ccco4)CC3)C(=O)N(Cc3ccccc3)C1=C[C@H](C(C)(C)C)O[C@@H]2C,-29,2
COCCCNC(=O)C[C@H]1C[C@@]2(C(=O)OC)C(=C[C@H](C(C)(C)C)O[C@@H]2C)N(CCc2ccc(OC)c(OC)c2)C1=O,-9,1
CN(NC(=O)C(=O)NCc1ccco1)C(=O)NC1CCCCC1,-2,1
COC(=O)c1cc2c(c3c4ccccc4n(S(=O)(=O)c4ccc(OC)cc4)c13)C(=O)N(C)C2,-18,0
O=C(O)CCCCN1C(=O)C=CC1=O,-17,1
C=CCN1C[C@H](COC(=O)c2cccc(OC)c2)Oc2cccc(F)c2S1(=O)=O,79*,9
O=C(CC1Nc2c3ccccc3nc(=S)n2C1=O)NC1CCCCC1 (stereo not drawn),-16,3
C[C@@H](CN1C2=NC[C@@H](Cc3ccccc3)N2C[C@H]1Cc1ccc(O)cc1)NC(=O)CCC1CCCCC1,-6,0
Cc1ccc(CNC(=O)CCCCCNc2nc(=S)[nH]c3ccccc23)cc1,23,8
O=C(C(=O)N1CCN(C(=O)c2ccccc2C(F)(F)F)CC1)c1cccc(C(F)(F)F)c1,-11,3
Cc1ccc2nc(CN(C)C(=O)[C@H]3O[C@@H](n4cnc(C(N)=O)n4)[C@H](O)[C@@H]3O)[nH]c2c1,-5,0
C[C@H](CO)N1C[C@H](C)[C@@H](CN(C)C(=O)Nc2ccc(C(F)(F)F)cc2)OCc2cn(nn2)CCCC1=O,-8,6
O=C(NCCc1ccccc1Cl)[C@@H]1CCCN1C(=O)[C@@H](NC(=O)N1CCOCC1)c1ccccc1,3,42*
COC(=O)C1=C(C)N(Cc2ccc(Cl)cc2)C(=S)NC1c1ccc(Cl)cc1 (stereo not drawn),15,2
COc1ccccc1CNS(=O)(=O)c1ccc(F)cc1Br,-22,3
C=CCN=C1NC(c2ccc(F)cc2)C(C(=O)OC)=C(C)N1C (stereo not drawn),-6,4
COc1cc(/C=C/C(=O)Nc2ccccc2C(F)(F)F)cc(OC)c1OC,-12,6
O=C1NC(Cc2ccc(O)cc2)c2nc3ccc(Cl)cc3c(=O)n2-c2cc(Cl)ccc21 (stereo not drawn),19,8
Cc1c(O)nc2sc3ccccc3n2c1=O,-39,-3
COCCCNC(=O)[C@H]1O[C@@H](n2cnc3c(=O)[nH]c(N)nc32)[C@H](O)[C@@H]1O,-12,1
Nc1nc2c(ncn2[C@@H]2O[C@H](C(=O)N[C@H](Cc3ccccc3)C(=O)NC3CCCCC3)[C@@H](O)[C@H]2O)c(=O)[nH]1,-19,3
COc1cc(CN2CCN(c3ncc(Cc4ccccc4)cn3)CC2)cc(OC)c1,-29,4
NC(=O)[C@@H]1CCCN1C(=O)[C@H]1O[C@@H](n2ccc(N)nc2=O)[C@H](O)[C@@H]1O,5,2
COC(=O)[C@]12C[C@H](CC(=O)NCC3CCCCC3)C(=O)N(Cc3ccc4c(c3)OCO4)C1=C[C@H](COCc1ccccc1)O[C@@H]2C,-28,-1
Cc1ccc2nc(-c3ccc(CN4CCC5(CC4)CNc4ccccc45)cc3)c(-c3ccccc3)nc2c1,22,0
CC(=O)Nc1ccc(OC(=O)c2cc3cc(Br)cc(Br)c3oc2=O)cc1,-1,1
O=C(CSc1nc2scc(-c3ccccc3)c2c(=O)[nH]1)NC1CCCCC1,6,8
Cc1ccnc(NC(=O)/C=C/c2ccccc2[N+](=O)[O-])c1,9,1
Cc1cccc2c(Cl)cc(=O)[nH]c12,-6,7
CC(C)C[C@H]1COc2cc(NCCCN3CCOCC3)ccc2S(=O)(=O)N1,-3,1
Cc1ccccc1CN1CCN(C(=O)[C@H]2O[C@@H](n3cnc(C(N)=O)n3)[C@H](O)[C@@H]2O)CC1,-11,3
CCc1ccc(NC(=O)c2cc(Br)ccc2Br)cc1,7,-2
O=S1(=O)N[C@H](Cc2ccccc2)COc2cccc(N3CCCC3)c21,26,2
O=C(NCc1ccccc1)[C@H]1CCCN1C(=O)[C@H]1CCCN1C(=O)c1ccc(Cl)cc1,-12,1
COCCN(CCOC)C(=O)[C@H](CCc1ccccc1)NC(=O)[C@H]1O[C@@H](n2cnc3c(N)ncnc32)[C@H](O)[C@@H]1O,-7,0
Cc1ccc2nc(CN(C)C(=O)[C@H](CCc3ccccc3)NC(=O)[C@H]3O[C@@H](n4cnc5c(N)ncnc54)[C@H](O)[C@@H]3O)[nH]c2c1,12,1
C[C@H]1[C@@H](c2ccccc2)Oc2ccc(Cl)cc2S(=O)(=O)N1Cc1cccc(Cl)c1,-21,2
C[C@@H]1CN([C@@H](C)CO)C(=O)CCCn2cc(nn2)CO[C@H]1CN(C)C(=O)Nc1cccc(C(F)(F)F)c1,-1,7
Cc1cccc(C)c1[N+](=O)[O-],-5,4
COc1ccc(N2C(=O)c3n[nH]c(C)c3C2c2cccc(C(F)(F)F)c2)cc1 (stereo not drawn),-18,3
Brc1cccc(CN2CCN(c3ncc(Cc4ccccc4)cn3)CC2)n1,-18,1
CCC(c1nc2ccccc2[nH]1)n1c(C)nc2ccccc21 (stereo not drawn),1,2
COC(=O)[C@@]1(Cc2ccc(F)cc2)[C@H]2c3cc(C(=O)N4CCCC4)n(CCc4c[nH]c5ccc(OC)cc45)c3C[C@H]2CN1C(=O)c1ccccc1,11,6
O=S1(=O)N[C@@H](Cc2ccccc2)COc2cccc(NCCCN3CCOCC3)c21,2,1
O=C(C(=O)N1CCC(CNS(=O)(=O)Cc2ccccc2)CC1)c1cc2ccccc2o1,-11,3
CN(CCc1ccccn1)C(=O)[C@@H](Cc1ccccc1)NC(=O)[C@H]1O[C@@H](n2ccc(=O)[nH]c2=O)[C@H](O)[C@@H]1O,9,1
COC(=O)[C@]12C[C@H](CC(=O)N3CCN(C(=O)C4CC4)CC3)C(=O)N(Cc3ccccc3)C1=C[C@H](C(C)(C)C)O[C@@H]2C,5,2
Oc1cccc(N2CCN(c3cccc(O)c3)CC2)c1,-9,4
# Further compounds
SMILES,TAAR1 antagonist,TAAR1 agonist
CC1=NC2=CC=CC3=NC(C(Cl)(Cl)Cl)=NC(=N1)N23,-10,2
COc1cccc(CNC(=O)[C@H]2CCCN2C(=O)[C@H]2CCCN2C(=O)c2ccc(F)c(F)c2)c1,-10,2
COc1cccc(C(=O)N[C@H](C(=O)N2CCC[C@H]2C(=O)NCc2ccccc2)C(C)C)c1,-13,0
COC(=O)C1=C(C)N(Cc2ccccc2C(F)(F)F)C(=NCc2ccc3c(c2)OCO3)NC1c1cccc(Cl)c1 (stereo not drawn),8,17
C#CCNC(=O)C[C@H]1C[C@@]2(C(=O)OC)C(=C[C@H](C3CCCC3)O[C@@H]2C)N(CCCCCCCC)C1=O,-24,-2
COC(=O)c1cc2c(c3c4cc(C)ccc4n(S(=O)(=O)c4ccc(OC)cc4)c13)C(=O)N(C)C2,-13,-1
N#Cc1ccc(C23CC4(C2)[C@H](CN(Cc2ccc(C(F)(F)F)cc2)[C@@H]4c2ccccc2)C3c2ccc(Cl)nc2)cc1 (stereo partly drawn),-6,6
O=C(CC1CCCC1)N[C@@H](Cc1cccnc1)C(=O)N1CCC[C@H]1C(=O)NCCc1ccccc1Cl,78*,70*
CCCC(=O)OC[C@H]1CN(C2CCCC2)S(=O)(=O)c2c(Oc3ccc(F)cc3OC)cccc2O1,-10,1
CCN=C1NC(c2ccccc2)C(C(=O)OC)=C(C)N1Cc1ccc(C(F)(F)F)cc1 (stereo not drawn),21,24
CCCCNC(=O)C[C@H]1C[C@@]2(C(=O)OC)C(=C[C@H](C(C)(C)C)O[C@@H]2C)N(Cc2ccc3c(c2)OCO3)C1=O,0,-2
O=C(CCn1c(=S)[nH]c2cc3c(cc2c1=O)OCO3)N1CCc2ccccc2C1,2,21
CSc1ccc(SC2CN(Cc3ccc(C)cc3)S(=O)(=O)C2)cc1 (stereo not drawn),-5,0
CC(C)CC1NC(=O)c2ccc(Cl)cc2-n2c1nc1cc(F)ccc1c2=O (stereo not drawn),4,9
CC(C)(C)S(=O)(=O)N1C[C@H]2CC(=O)C=C2[C@@H]1CCO,-10,2
COc1ccc(-c2cc(C(F)F)n3ncc(C(=O)Nc4cnn(Cc5ccccc5)c4)c3n2)cc1,-27,1
O=C(NCC1CCN(C(=O)C(=O)c2cccs2)CC1)c1ccc2c(c1)OCO2,-10,0
COC(=O)C1=C(C)N(C)C(=NCc2cc(OC)c(OC)c(OC)c2)NC1c1ccc(Cl)cc1 (stereo not drawn),-3,1
CCCCc1c(-c2ccccc2OC)ncn1Cc1cc(F)ccc1F,13,4
